Bioassay records as filed in PubChem.
CaV13 ICDI inh: Disruptors of the CACNA1D IQ motif to Ca2+-dependent inactivation inhibitor domain association, primary screening, Förster resonance energy transfer in intact living … | hit rate 0.098% among 340,000 | HEK cells, CFP/YFP FRET ICDI-IQ, plate reader, 10 min; percent FRET-ratio fall versus neutral wells | AID 743397 | inhibition, % at 12.3 µM;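 active = mean replicate inhibition of at least 30% and at least 1% of replicates passing that level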;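 note: 0% = median of the neutral control wells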
MC4R ag barr: human MC4R agonism via beta-arrestin | P32245 | U2OS MC4R beta-arrestin complementation, luminescence; percent of melanotan II response, DMSO zero | activation, % at 8.9 µM | hit rate 0.98% among 360,000 | AID 540308;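 active = activation above a per-plate cutoff, the mean activation of sample wells on that plate plus 3 SD, cut at about 8% in these data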
N-glyco inh: N-linked glycosylation inhibition | D54 ERlucT glycosylation luciferase reporter, 24 h; percent of 100 nM tunicamycin response | reporter increase, % at 12.5 µM | hit rate 0.23% among 360,000 | AID 588692;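 active = mean luciferase reporter signal, scaled so untreated is 0 and the glycosylation-blocking control 100, at or above a set limit in every replicate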;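 note: luciferase carries N-glycosylation sites so blocking glycosylation raises the light; 0% = median of neutral control wells and 100% = median of 100 nM tunicamycin wells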
ABCB6 inh 2: blocks the human ABCB6 transporter; fluorescence ratio to DMSO, % at 10 µM; AID 602162; K562-ABCB6 porphyrin accumulation, flow cytometry, 1 h; active compounds read low; hit rate 0.19% among 360,000; Q9NP58;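 active = fluorescence ratio to DMSO below 75%, the collection mean minus 3 SD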;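 note: signal is porphyrin accumulated inside mitochondria; 100% equals median channel fluorescence of DMSO control wells; lower ratio means ABCB6 inhibition with less porphyrin fluorescence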
PDI inh: PDI (human) enzyme inhibition. AID 588391. PDI insulin aggregation turbidity, A650, 90 min. hit rate 0.052% among 350,000. inhibition, % at 10 µM;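 active = mean inhibition across replicates of 30% or more, whatever share of single replicates reach that level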;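 note: absorbance from insulin aggregation driven by PDI reduction with DTT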
Target sequence (P07237 whole entry, looked up): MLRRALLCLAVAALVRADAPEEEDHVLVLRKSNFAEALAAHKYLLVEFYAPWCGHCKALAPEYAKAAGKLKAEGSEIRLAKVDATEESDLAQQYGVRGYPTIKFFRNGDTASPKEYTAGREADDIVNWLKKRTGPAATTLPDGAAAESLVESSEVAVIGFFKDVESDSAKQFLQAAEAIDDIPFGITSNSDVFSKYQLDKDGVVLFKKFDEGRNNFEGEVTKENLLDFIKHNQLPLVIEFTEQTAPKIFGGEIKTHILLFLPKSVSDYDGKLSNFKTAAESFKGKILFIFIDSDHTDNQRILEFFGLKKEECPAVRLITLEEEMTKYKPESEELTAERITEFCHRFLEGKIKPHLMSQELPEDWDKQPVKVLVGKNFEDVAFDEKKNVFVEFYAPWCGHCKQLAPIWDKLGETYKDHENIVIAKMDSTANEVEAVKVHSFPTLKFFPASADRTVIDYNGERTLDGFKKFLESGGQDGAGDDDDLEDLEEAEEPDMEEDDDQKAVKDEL
aDG glyco up: increases alpha dystroglycan glycosylation; Pro5-aDG cells, alpha-DG glycosylation AlphaScreen (IIH6); 0% Pro5, 100% B10-LARGE cell signal; AID 624168; activation, % at 10 µM; hit rate 0.22% among 360,000;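 active = activation of at least 8% versus controls, or a plate z-score of at least 8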;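 note: Pro5 are CHO cells carrying HIG-tagged alpha-DG that lacks glycosylation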
H9c2 protect: myocardial damage modulation in H9c2 cells. protection from H2O2 cell death, % at 20 µM. hit rate 0.63% among 360,000. H9c2 cardiomyocytes, H2O2 injury protection, ATPLite, 2 h;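 active = compounds giving at least 50% protection of heart cells from peroxide-induced death in the single-dose screen, raw or plate-pattern-corrected value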;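 note: 0% = DMSO wells with peroxide and 100% = DMSO wells without peroxide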
m5-HT2A agonist: agonists of mouse serotonin 5-HT2A receptor (HTR2A) | CHO-K1 mHTR2A beta-arrestin complementation, luminescence; percent of 30 µM serotonin response | P35363 | AID 624169 | hit rate 0.66% among 360,000 | activation, % at 7.6 µM;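 active = activation above a run cutoff, the mean activation of all tested compounds plus 3 SD, cut at about 14% in these data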;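 note: 0% = plate median of compound wells and 100% = 30 µM serotonin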
Target sequence (P35363 whole entry, looked up): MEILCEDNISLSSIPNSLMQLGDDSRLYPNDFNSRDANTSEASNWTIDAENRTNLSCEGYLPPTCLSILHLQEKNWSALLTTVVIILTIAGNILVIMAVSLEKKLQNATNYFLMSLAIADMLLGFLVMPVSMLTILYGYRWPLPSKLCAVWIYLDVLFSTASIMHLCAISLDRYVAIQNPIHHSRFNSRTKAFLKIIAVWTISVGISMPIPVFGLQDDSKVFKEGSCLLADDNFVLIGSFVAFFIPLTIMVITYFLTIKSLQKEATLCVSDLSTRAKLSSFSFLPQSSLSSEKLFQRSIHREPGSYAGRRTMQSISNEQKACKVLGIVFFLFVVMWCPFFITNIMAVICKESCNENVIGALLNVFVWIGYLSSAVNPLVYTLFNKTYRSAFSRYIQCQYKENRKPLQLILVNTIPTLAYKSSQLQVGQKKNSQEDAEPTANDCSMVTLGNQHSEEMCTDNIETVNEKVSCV
Vif inh: HIV Vif inhibition; HEK293T cells, Vif self-association by quenched fluorescence, imaging, 24 h; inhibition, % at 7.49 µM; hit rate 0.35% among 340,000; AID 602346; in the data active = inhibition above about 50%, passing the limit was not always enough; note: some results filed as inactive read as strong as hits
MC4R antag cAMP: blocks human MC4R cAMP signaling | P32245 | MC4R-expressing cells, MTII-stimulated cAMP, LANCE TR-FRET | hit rate 0.48% among 360,000 | inhibition, % at 6.5 µM | AID 540295;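 active = inhibition above its plate's cutoff, the mean of tested wells on that plate plus 3 SD, cut at about 29% in these data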;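 note: 0% = Melanotan II alone and 100% = Melanotan II plus saturating MCL0020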
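material = U2OS cells stably expressing human melanocortin 4 receptor (MC4R) | also added = Melanotan II challenge | dosing = single nominal compound dose of 6.5 µM | detection = TR-FRET with Eu-cAMP and labeled anti-cAMP, 671 nm | replication = singlicate | timing = compound 30 min, challenge 1 h, detection 1 h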
* hit, by the source's call; nt = not tested or not shown. Not a hit list. About 3.6% of those tested had a hit in this group.

SMILES | CaV13 ICDI inh | MC4R ag barr | N-glyco inh | ABCB6 inh 2 | PDI inh | aDG glyco up | H9c2 protect | m5-HT2A agonist | Vif inh | MC4R antag cAMP
O=C(CN1C(=O)c2ccccc2C1=O)NCc1ccncc1 | -6 | 2.0 | 0 | 118 | 5 | -0.2 | 3 | 0 | 1 | -2
Cc1ccc(CNC(=O)c2cc(Cl)cc(Cl)c2)n1C | -7 | -1.4 | 1 | 97 | 12 | 0.1 | 4 | -2 | -7 | 3
O=C(C=Cc1ccco1)N1CCOCC1 | -6 | -1.7 | 1 | 101 | -4 | -0.2 | 7 | 1 | 12 | -2
COc1ccc(N/C=C\C(=O)c2ccc3c(c2)OCO3)cc1 | -4 | 0.2 | -6 | 97 | -9 | 0.5 | -26 | 1 | 5 | 4
Cc1ccc(O)c(C(=O)c2cc(C#N)c(=O)n(-c3c(C)n(C)n(-c4ccccc4)c3=O)c2)c1 | -8 | 5.0 | -1 | 86 | 19 | 1.6 | 10 | 6 | 13 | -5
CCOC(=O)c1ccccc1NS(=O)(=O)c1ccc(OCC)cc1 | -2 | -2.4 | 7 | 103 | -1 | 0.0 | -8 | -5 | -1 | -14
CCCc1nnc(NC(=O)C2CCN(C(=O)c3ccco3)CC2)s1 | -7 | 0.0 | 1 | 102 | 0 | 0.1 | -5 | -12 | -8 | 16
COc1cc(C(=O)NC(C)c2cc(C)ccc2C)ccc1OCC(=O)N1CCOCC1 (stereo not drawn) | -3 | -0.5 | 0 | 104 | 3 | -0.3 | -4 | -1 | 12 | 2
NNC(=O)c1n[nH]c(=O)c2ccccc12 | -15 | 1.8 | 1 | 96 | 3 | -0.1 | 11 | 0 | 2 | 4
Cc1cccc(CN2CCN(C3CN(CCc4ccccc4)S(=O)(=O)C3)CC2)c1 (stereo not drawn) | nt | nt | -1 | 103 | nt | -0.1 | 0 | 1 | nt | nt
CC1=CC(=O)C=CC1=Nc1ccc(N(C)C)cc1 | -9 | nt | -1 | 97 | nt | 2.7 | -13 | -1 | 8 | nt
OCCC1CN(Cc2ccccc2O)CCN1CCc1ccccc1 (stereo not drawn) | -7 | 1.3 | -1 | 90 | 3 | -0.1 | 9 | -8 | 12 | 13
COc1ccc(-n2nc3c(c2NC(=O)c2ccc4c(c2)OCO4)CS(=O)(=O)C3)cc1 | -5 | 0.0 | 3 | 88 | 10 | -0.2 | 0 | 5 | 5 | 2
COc1ccc(NC(=O)C2Cc3c(-c4cccc(C(C)=O)c4)ccnc3O2)cc1OC (stereo not drawn) | -10 | 4.0 | 13 | 90 | -1 | 0.4 | -20 | 6 | -12 | -22
O=C(O)COc1ccc(/C=N/NC(=O)/C(=C/C=C/c2ccccc2)NC(=O)c2ccccc2)cc1 | -4 | -0.1 | -1 | 102 | -2 | -0.1 | 0 | -5 | 14 | -2
Nn1c(SCC(=O)Nc2ccc(F)cc2)nnc1C1CCCCC1 | -7 | -1.5 | 6 | 96 | 7 | 0.1 | -2 | 4 | -8 | 6
COc1ccc(/C=C2\SC(=S)N(CC3CCCO3)C2=O)cc1 (stereo not drawn) | -2 | 2.6 | -2 | 95 | 4 | -0.1 | 0 | -1 | -5 | 1
CCn1c(C(C)NC(=O)c2cccc(C)c2)n[nH]c1=S (stereo not drawn) | -17 | 0.0 | 2 | 112 | -14 | 0.0 | 1 | 9 | -5 | 2
CCC(=O)Oc1ccc(C(=O)Nc2cccc(C(=O)c3ccccc3)c2)cc1 | -5 | 2.6 | -4 | 102 | -3 | 0.2 | -23 | 1 | -20 | -1
Oc1ccc(CNCC2COc3ccccc3O2)cc1 (stereo not drawn) | -5 | 1.4 | 0 | 94 | 0 | 0.4 | 8 | 8 | 1 | 1
CC(C)(C)c1ccc(/C=C2\SC(=O)N(CCNC(=O)c3cccc(S(=O)(=O)N4CCOCC4)c3)C2=O)cc1 | nt | -0.7 | -19 | 93 | -4 | 0.7 | -18 | -3 | 7 | 15
O=C(CSc1nncs1)Nc1nnc(-c2ccccc2)o1 | nt | -5.2 | 1 | 101 | -9 | -0.1 | 3 | 2 | -12 | 13
C=C1c2ccccc2NC(=S)N1Cc1ccc2c(c1)OCO2 | -7 | -1.4 | -3 | 101 | 9 | 0.1 | 2 | -4 | 4 | 21
COCCCNC(=S)N/N=C/c1ccc(O)cc1 | -5 | 0.3 | -1 | 104 | 4 | 0.0 | -4 | -2 | 11 | 2

As a working copy, seven of the compounds above.
SMILES | CaV13 ICDI inh | MC4R ag barr | N-glyco inh | ABCB6 inh 2 | PDI inh | aDG glyco up | H9c2 protect | m5-HT2A agonist | Vif inh | MC4R antag cAMP
COc1ccc(-n2nc3c(c2NC(=O)c2ccc4c(c2)OCO4)CS(=O)(=O)C3)cc1 | -5 | 0.0 | 3 | 88 | 10 | -0.2 | 0 | 5 | 5 | 2
COc1ccc(NC(=O)C2Cc3c(-c4cccc(C(C)=O)c4)ccnc3O2)cc1OC (stereo not drawn) | -10 | 4.0 | 13 | 90 | -1 | 0.4 | -20 | 6 | -12 | -22
O=C(O)COc1ccc(/C=N/NC(=O)/C(=C/C=C/c2ccccc2)NC(=O)c2ccccc2)cc1 | -4 | -0.1 | -1 | 102 | -2 | -0.1 | 0 | -5 | 14 | -2
Nn1c(SCC(=O)Nc2ccc(F)cc2)nnc1C1CCCCC1 | -7 | -1.5 | 6 | 96 | 7 | 0.1 | -2 | 4 | -8 | 6
COc1ccc(/C=C2\SC(=S)N(CC3CCCO3)C2=O)cc1 (stereo not drawn) | -2 | 2.6 | -2 | 95 | 4 | -0.1 | 0 | -1 | -5 | 1
CCn1c(C(C)NC(=O)c2cccc(C)c2)n[nH]c1=S (stereo not drawn) | -17 | 0.0 | 2 | 112 | -14 | 0.0 | 1 | 9 | -5 | 2
CCC(=O)Oc1ccc(C(=O)Nc2cccc(C(=O)c3ccccc3)c2)cc1 | -5 | 2.6 | -4 | 102 | -3 | 0.2 | -23 | 1 | -20 | -1

The list continues:
SMILES | CaV13 ICDI inh | MC4R ag barr | N-glyco inh | ABCB6 inh 2 | PDI inh | aDG glyco up | H9c2 protect | m5-HT2A agonist | Vif inh | MC4R antag cAMP
NC(=O)C1CC(=O)N(c2ccc(OCC(=O)NCc3ccccc3)cc2)C1 (stereo not drawn) | -7 | -1.9 | 3 | 176 | -1 | 0.1 | -4 | 12 | 2 | 8
Cc1c(C(=O)OCc2nnc(-c3ccccc3)o2)oc2ccccc12 | -5 | 0.1 | 1 | 89 | -6 | -0.1 | -14 | 0 | -2 | 1
CCCCN(C(C)=O)c1c(CC)nc2ccc(C(=O)NCCOc3ccc(OC)cc3)cn12 | -5 | 0.1 | 1 | 98 | 5 | 0.1 | -4 | -2 | -11 | 7
O=C(NCc1ccc(F)cc1)c1cc(C2CCCN(C(=O)c3ccccn3)C2)on1 (stereo not drawn) | -5 | 0.6 | 1 | 100 | -8 | 0.1 | 0 | 2 | -8 | 10
Cc1cc2nncn2c(Cc2ccccc2)n1 | -7 | -0.1 | 0 | 103 | 1 | -0.1 | 19 | 1 | 3 | 15
Cc1nn(-c2cc(Cl)ccc2Cl)c(C)c1C(=O)O | -2 | -0.3 | 4 | 102 | 1 | 0.4 | 2 | 0 | -8 | 10
COc1ccc(CCNC(=O)c2cc(-c3cc(C)c(C)cc3O)n[nH]2)cc1OC | -6 | -0.6 | -2 | 95 | 2 | -0.3 | -8 | -3 | 1 | -6
O=C(COC(=O)c1ccc2c(c1)OCO2)NCc1ccc(Cl)cc1 | -5 | -3.0 | 1 | 100 | -2 | -0.1 | -10 | 6 | 11 | -1
CN(CC(=O)Nc1sccc1C#N)C1CCCCC1 | nt | 0.1 | -1 | 94 | -5 | 0.1 | 7 | 3 | -7 | 24
CC(=O)c1cccc(NC(=O)N2CCCC2C(=O)Nc2c(C)cccc2C)c1 (stereo not drawn) | -16 | -1.8 | 4 | 87 | 7 | 0.2 | -6 | 3 | 13 | 7
CCC[n+]1c2ccccc2cc2ccccc21 | 0 | -1.0 | 2 | 85 | 17 | 0.1 | -3 | -4 | -9 | -12
OC(COc1cc(Cl)c(Cl)cc1Cl)CN1CCN(c2ncccn2)CC1 (stereo not drawn) | -4 | 0.2 | 3 | 100 | 1 | -0.3 | -7 | 4 | -7 | 14
CC(C)[C@H](NC(=O)OCc1ccccc1)C(=O)OCc1cc(=O)oc2cc(O)ccc12 | -5 | 0.0 | -1 | 96 | 0 | 1.2 | 16 | -3 | nt | 3
O=C(NCCNC(=O)c1ccco1)c1ccco1 | -7 | 1.1 | 0 | 98 | 3 | 0.1 | -4 | 0 | -15 | 2
CCC(C)c1ccc(NC(=O)COC(=O)CCNC(=O)c2ccco2)cc1 (stereo not drawn) | -6 | -4.6 | -1 | 100 | -1 | 0.2 | 1 | -3 | -2 | 21
O=C(Nc1nnc(CC2=CCCCC2)s1)c1cccs1 | -5 | -1.5 | -1 | 88 | -2 | -0.2 | -1 | 3 | 10 | -5
C[n+]1nc(Nc2ccccc2)sc1-c1ccc(O)cc1 | -10 | -1.3 | 3 | 99 | -1 | -0.5 | 4 | 2 | 1 | -2
Cc1ccccc1NC(=O)C1C2CCC(O2)C1C(=O)O (stereo not drawn) | -4 | -2.0 | 1 | 95 | -7 | 0.0 | 6 | -1 | 39 | 11
N#Cc1nc(COc2ccccc2Cl)oc1N1CCCC1 | -4 | 0.0 | -1 | 199 | -2 | -0.1 | 2 | -4 | 1 | 16
O=C(CSc1nc(-c2ccccc2)nc2ccc(F)cc12)Nc1cccc(C(=O)O)c1 | -3 | 2.7 | -1 | 100 | -1 | -0.1 | 3 | -1 | -3 | 10
COc1ccc(CN2CC(C(N)=O)Oc3ccccc32)cc1F (stereo not drawn) | -3 | 0.2 | -3 | 104 | 2 | 0.0 | -3 | 0 | -5 | -10
CCN1C(=O)c2ccccc2S(=O)c2ccc(C(=O)NCCN(CC(C)C)CC(C)C)cc21 (stereo not drawn) | -5 | -0.1 | -6 | 94 | -1 | 0.2 | -4 | -10 | 1 | 17
CN1CCN(CC(=O)Nc2cc(N3CCOCC3)ccc2[N+](=O)[O-])CC1 | -6 | -1.2 | -2 | 104 | 7 | 0.4 | 6 | -6 | -1 | 6
COc1ccc(CN(CC2CCC(C(=O)O)CC2)C(=S)Nc2ccccc2OC)cc1 (stereo not drawn) | 0 | -1.4 | 3 | 98 | 0 | -0.2 | -2 | 3 | 13 | 13
CCOC(=O)[C@@H]1[C@H]2COc3cc(OC)ccc3[C@@H]2N2C(=O)N(c3ccc(F)cc3)C(=O)[C@]12C | -5 | -0.7 | 0 | 96 | 2 | 0.0 | 2 | 5 | -1 | 0
